Source: PubChem (National Center for Advancing Translational Sciences (NCATS))
Rab9 promoter act: activators of Rab9 promoter. Huh7 Rab9 promoter-luciferase reporter, luminescence, 24 h. Potency, µM (doses to about 9.22 µM), inactives show at the highest dose activation, negative = inhibition, actives largely listed as activators. actives 2.8% (n = 320,000); further: % of control where 0% means no effect; nearly all actives have a fitted effect of over 60% in size
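Cells were plated at 1500 per well in reduced-serum medium with 10% FBS and left 2 h. Compound in DMSO was then added for 24 h at 37 °C. Reporter signal was read by luminescence after 10 min with luciferase detection reagent.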
ELG1 genotox: induces genotoxicity in HEK293T cells with luciferase-tagged ELG1; HEK293T ELG1-luciferase reporter, luminescence, 16 h; Potency, µM (top dose mostly 46 µM), for inactives: at the top dose activity change, positive = activation, usual class: activators; actives 1.3% (n = 330,000); AID 504466; further: % of control where 0% means no effect; nearly all actives have a fitted effect of over 60% in size
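Screening used a luciferase reporter fused to human ELG1 in HEK293T cells. Luminescence was read on a CCD plate imager after 16 hr exposure and 30 min ONE-Glo incubation.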
RORg inh: ROR gamma (mouse) transcription inhibition; P51450; actives 5.4% (n = 310,000); Potency, µM (highest dose often 53.6 µM), for inactives: at the top dose activity change, negative = inhibition, hits mostly inhibitors; AID 2551; Drosophila S2 Gal4-RORgamma UAS-luciferase reporter, 20 h; further: on the % scale 0 is the no-effect control and ±100 the full control effect; nearly all actives have a fitted effect of over 60% in size
Target sequence (P51450 whole entry, looked up, the tested form may be a part): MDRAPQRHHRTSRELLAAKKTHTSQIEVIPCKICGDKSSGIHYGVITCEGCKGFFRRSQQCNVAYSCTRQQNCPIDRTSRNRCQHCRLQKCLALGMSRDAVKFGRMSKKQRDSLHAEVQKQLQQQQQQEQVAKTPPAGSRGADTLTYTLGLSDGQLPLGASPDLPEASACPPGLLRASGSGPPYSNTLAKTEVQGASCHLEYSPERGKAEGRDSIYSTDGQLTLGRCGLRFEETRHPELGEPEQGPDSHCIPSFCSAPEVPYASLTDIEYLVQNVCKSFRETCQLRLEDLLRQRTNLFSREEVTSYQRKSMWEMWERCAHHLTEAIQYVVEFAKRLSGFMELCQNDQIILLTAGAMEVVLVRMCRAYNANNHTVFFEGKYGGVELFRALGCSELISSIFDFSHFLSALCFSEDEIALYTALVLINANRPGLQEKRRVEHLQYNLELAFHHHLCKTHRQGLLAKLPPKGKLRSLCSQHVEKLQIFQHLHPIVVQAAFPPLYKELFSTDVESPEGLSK
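Stable Schneider cell line, Gal4 DNA-binding domain fused to ROR gamma, UAS-luciferase. Cmpd 1 hr RT → CuSO4 700 uM final → 20 hr RT → luciferase reagent 10 min → luminescence.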
MBNL1-CUG inh: inhibitors of human MBNL1 binding to CUG repeat RNA | Potency, µM (series often up to 57.5 µM), without a hit: at the highest dose activity change, negative = inhibition, most hits filed as inhibitors | actives 0.036% (n = 280,000) | Q9NR56 | TR-FRET MBNL1-His/biotin-(CUG)12 binding, 665/545 ratio; active means well fitted inhibition curve with a large enough effect in the signal ratio, with a control signal flat, not every such curve was filed as active; inconclusive means small, poorly fitted or top-dose-only effect, or effect the other way, or a change in a side signal; inactive means no such curve, though single readings can be large or run the other way; the % refers to the signal ratio; further: on the % scale 0 is the no-effect control and ±100 the full control effect
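TR-FRET readout: Ex 340 nm, 665/545 nm emission ratio, normalized to buffer-only (basal) and MBNL1-(CUG)12 controls. Complex of MBNL1-His with Biotin-(CUG)12, compounds 92 nM–58 uM, incubated 60 min at room temperature.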
FLuc counter: counter-screen for miR-21 project: firefly luciferase inhibitors or activators. P08659. purified FLuc, Km substrates, luminescence inhibition. Potency, µM (titrated, usually from 57.5 µM), for inactives: at the top dose activity change, negative = inhibition, most hits filed as inhibitors. actives 6.9% (n = 360,000);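 further: plate controls were vehicle for no effect and reference inhibitor for full effect; nearly all actives have a fitted effect of over 55% in size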
Target sequence (P08659 whole entry, looked up): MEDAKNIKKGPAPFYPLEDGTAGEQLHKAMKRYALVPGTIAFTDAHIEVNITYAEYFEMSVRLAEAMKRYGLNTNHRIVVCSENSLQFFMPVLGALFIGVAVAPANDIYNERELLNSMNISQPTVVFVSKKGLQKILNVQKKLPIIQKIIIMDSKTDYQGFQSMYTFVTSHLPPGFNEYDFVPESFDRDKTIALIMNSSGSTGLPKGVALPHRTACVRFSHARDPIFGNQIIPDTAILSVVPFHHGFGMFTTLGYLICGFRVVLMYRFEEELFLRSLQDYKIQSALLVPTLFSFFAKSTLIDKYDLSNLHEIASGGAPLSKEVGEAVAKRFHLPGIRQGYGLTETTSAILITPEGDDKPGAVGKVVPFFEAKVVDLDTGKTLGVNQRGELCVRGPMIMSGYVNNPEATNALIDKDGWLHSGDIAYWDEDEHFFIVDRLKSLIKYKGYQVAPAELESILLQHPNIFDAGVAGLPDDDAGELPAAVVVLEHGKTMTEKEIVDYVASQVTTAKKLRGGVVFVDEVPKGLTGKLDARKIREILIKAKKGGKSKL
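Biochemical qHTS of compounds, final roughly 60 µM downward over six points, against 10 nM purified firefly luciferase using Km concentrations of substrates (10 uM D-luciferin, 10 uM ATP) in Tris acetate pH 7.5 buffer; luminescence output.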
CXXC DNA block: blocks binding of human MLL CXXC domain to DNA | Potency, µM (highest dose often 115 µM), for the others: top-dose activity change, negative = inhibition, actives largely listed as inhibitors | AID 2662 | MLL-CXXC / FITC-HOXA9 DNA fluorescence polarization | Q03164 | actives 0.037% (n = 290,000); active means well fitted inhibition curve with a large enough effect in the polarisation, with a control signal flat, not every such curve was filed as active; inconclusive means small, poorly fitted or top-dose-only effect, or effect the other way, or a change in a side signal; inactive means no such curve, though single readings can be large or run the other way; the % refers to the polarisation
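Purified MLL-CXXC (added from a 7 uM solution) was preincubated 5 min at ambient with pinned compounds in 50 mM Tris-HCl pH 7.5, 50 mM NaCl, 1 mM DTT, 0.05% BSA. Fluorescein-labeled HOX-A9 DNA (50 nM solution) followed, 30 min, then polarization read.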
BRCA1 expr up: activators of BRCA1 expression | MCF7-BRCA1-FFLuc reporter, luminescence, 48 h; response scale: scaled: vehicle 0%, 10 µM genistein 100% | Potency, µM (highest dose often 46.1 µM), without a hit: top-dose activation, usual class: activators | actives 1.1% (n = 380,000); further: nearly all actives have a fitted effect of over 80% in size; some results filed as inactive show a strong effect at the top dose
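MCF7-BRCA1-FFLuc, 2000 cells/well; 2 h attach, 37 °C/5% CO2; compound 48 h; luciferase substrate 15 min; luminescence end-point. Norm. to genistein 10 microM max activation and DMSO; concentration-response curves fitted.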
p53 reactivator: mutant p53 re-activation in reporter cells. H1299 p53-A138V BP100-luciferase reporter, luminescence, 24 h. Potency, µM (doses to about 92.2 µM), inactives show at the highest dose activity change, positive = activation, usual class: activators. actives 0.063% (n = 320,000); further: % of control where 0% means no effect; nearly all actives have a fitted effect of over 45% in size
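H1299 (p53-null), stable ts p53-A138V + BP100-Luc; 1000 cells/well, Opti-MEM/10% FBS; cpd 4 pt, 1:5; 24 h, 37 deg C, 5% CO2; detection reagent 10 min RT; luminescence.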
NPC1 promoter act: activators of NPC1 promoter. Huh7 NPC1 promoter luciferase reporter, 24 h. Potency, µM (doses to about 9.22 µM), for the others: at the highest dose activation, most hits filed as activators. actives 2.4% (n = 320,000);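 further: % of control where 0% means no effect; nearly all actives have a fitted effect of over 60% in size; reporter is driven by a mutant NPC1 promoter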
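Luminescence read-out of NPC1 promoter-driven luciferase in stably transfected Huh7 cells; compounds delivered in DMSO and left 24 h at 37C, 5% CO2, qHTS titration format.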
uPA generation: inhibitors of cell surface uPA generation; cell surface uPA generation assay, qHTS; Potency, µM (highest dose often 38.3 µM), for the others: top-dose activity change, negative = inhibition, usual class: inhibitors; actives 0.31% (n = 330,000); active means well fitted inhibition curve with a large enough effect; inconclusive means small, poorly fitted or top-dose-only effect; inactive means no such curve, though single readings can be large or run the other way; tested in mouse RAW 264.7 cells; further: on the % scale 0 is the no-effect control and ±100 the full control effect; nearly all actives have a fitted effect of over 55% in size
VP16 counter: inhibits Gal4-VP16 luciferase reporter, ROR gamma counter-screen. Drosophila S2 Gal4-VP16 UAS-luciferase, luminescence, 20 h. Potency, µM (doses to about 53.6 µM), for inactives: at the top dose activity, negative = inhibition, usual class: inhibitors. actives 3.5% (n = 310,000). AID 2546;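 further: Gal4-VP16 expression switched on by copper sulfate through the metallothionein promoter; on the % scale 0 is the no-effect control and ±100 the full control effect; nearly all actives have a fitted effect of over 50% in size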
* marks the source's active call; other numbers are inactive results; u = inconclusive; x = not tested or not shown; & = joins results of further samples; [ ] = dose if it differs, or a comment. Unless noted, the call rests on the fitted dose curve; in most records, active means well fitted curve in the direction sought with a large enough effect; inconclusive means small, poorly fitted or top-dose-only effect, or another doubt; inactive means no such curve, though single readings can be large; an effect the other way counts as inactive or inconclusive. Potency means the concentration at half of the fitted maximal effect.

SMILES	Rab9 promoter act	ELG1 genotox	RORg inh	MBNL1-CUG inh	FLuc counter	CXXC DNA block	BRCA1 expr up	p53 reactivator	NPC1 promoter act	uPA generation	VP16 counter
Nc1nc2n(n1)C(c1ccco1)CC(c1ccc(Cl)cc1Cl)N2 (configuration not stated)	1%	2%	-24%	-2%[11.5 µM]	3%	6%	2%	-18%	-3%	-5%	-1%
O=C(NCc1ccccc1)C(c1ccncc1)N(C(=O)c1csnn1)c1ccccc1F (configuration not stated)	-2%	-3%	7%	-3%	-1%	6%	10%	4%	-1%	-4%	11%
Cc1cccc(OCCCn2c(CO)nc3ccccc32)c1	u	5%	u	-8%	13µM*	-9%	u	5%	21%	-7%	-10%
O=C(Nc1cccc2c1C(=O)NC2=O)c1ccc(N2C(=O)CCC2=O)cc1	-4%	5%	-10%	u	-5%	2%	-4%	0%	0%	8%	-13%
CCCc1cc(Nc2cccc(OC)c2)n2ncnc2n1	-6%	6%	u	7%	5%	-9%	-24%	-2%	-1%	x	-3%
O=C(N/N=C/c1ccc(OCC(=O)N2CCCC2)cc1)C(=O)NC1CC1	-5%	2%	2%	24%	0%	-5%	14%	-2%	-4%	10%	1%
Cc1nn(CC(=O)Nc2cccc(Cl)c2)c(=O)c2cc(-c3ccccc3)nn12	-7%	u	-2%	-2%	1%	4%	-2%	-1%	0%	u	-5%
O=C(CN1C(=O)S/C(=C\c2ccccc2)C1=O)Nc1cc([N+](=O)[O-])ccc1O	11%	-1%	u	17%	13µM*	u	10%	-12%	3%	-39%	6%
CC(=O)C[C@H](O)CC(=O)[C@H]1OC(=O)CCCCCCCc2ccccc21	-4%	-1%	x	x	4%	x	-3%	-14%	1%	-4%	x
CCOC(=O)C1CCN(S(=O)(=O)CCNC(=O)c2ccccc2)CC1	0%	-4%	x	x	-3%	x	-5%	1%	0%	4%	x
Cc1ccc(-n2c(SCC(=O)c3c(N)n(C)c(=O)n(C)c3=O)nc3sc4c(c3c2=O)CCCC4)c(C)c1	-14%	-6%	19%	-4%	3%	1%	-2%	-13%	-10%	-1%	-2%
COCCn1c(Sc2ccccc2)nc2c1c(=O)[nH]c(=O)n2C	2%	1%	-2%	-1%	1%	11%	6%	-26%	-1%	0%	0%
OCCN1CCN(c2nc(-c3ccccc3)nc3c2oc2ccccc23)CC1	3%	-1%	u	-1%	-1%	12%	-24%	-12%	-6%	-8%	u
N#Cc1c(NC(=O)c2ccccc2Cl)n(Cc2ccccc2)c2nc3ccccc3nc12	1%	-13%	u	-6%	0%	u	-90%	20%	-1%	-8%	u
CCCS(=O)(=O)N1CCCC(C(=O)Oc2ccccc2Cl)C1 (configuration not stated)	-3%	0%	2%	134%[activator]	1%	3%	3%	-2%	-2%	-4%	12%
O=C(O)c1ccc2c(c1)C(=O)N([C@H](Cc1cccc3ccccc13)C(=O)O)C2=O	-4%	x	-16%	x	4%	x	13%	x	-4%	x	-3%
O=C(Cn1cnc2c(nnn2Cc2ccc(F)cc2)c1=O)NC1CCCC1	-4%	-2%	23%	-9%	u	-1%	-6%	-23%	1%	x	-10%
CCCCSc1nc2c(c(=O)[nH]1)CCC2	-6%	3%	26%	-1%	-3%	-2%	-2%	11%	-4%	-29%	4%
CC(C)Oc1ccc(CC(=O)NNC(=S)Nc2ccccc2)cc1	-4%	-1%	u	-5%	0%	-8%	-15%	-3%	1%	1%	-10%
Cc1cccc(NC(=O)NC2CC(=O)N(c3ccc4c(c3)OCCO4)C2)n1 (configuration not stated)	-2%	-1%	0%	-14%	4%	-3%	-7%	2%	-6%	2%	13%
O=C(Cn1ncc2c3ccccc3n(Cc3ccccc3)c2c1=O)NCCN1CCOCC1	8%	-8%	10%	-1%	1%	0%	-2%	-3%	17%	-15%	-2%
Clc1ccc(-c2nc3nc4ccccc4nc3n2Cc2ccco2)cc1	4%	23µM*	-3%	18%	u	-1%	6%	u	0%	0%	u
O=C(CN1CCN(c2cccc(Cl)n2)CC1)N1CC(O)CO1 (configuration not stated)	0%	-3%	-4%	-6%	-1%	16%	-13%	0%	0%	-1%	-2%
Cc1cc(C)n2nc(C(=O)OCC(=O)Nc3ccc(C)c(S(=O)(=O)N(C)C)c3)nc2n1	-3%	5%	x	x	-2%	x	-12%	-2%	-1%	2%	x
Cc1c(C(=O)Nc2ccc3c(c2)CCC3)cccc1[N+](=O)[O-]	u	u	u	-17%[11.5 µM]	13µM*	-1%	u	u	u	-12%	-12%

The final 3 records of the section before open the next one.
SMILES	Rab9 promoter act	ELG1 genotox	RORg inh	MBNL1-CUG inh	FLuc counter	CXXC DNA block	BRCA1 expr up	p53 reactivator	NPC1 promoter act	uPA generation	VP16 counter
O=C(CN1CCN(c2cccc(Cl)n2)CC1)N1CC(O)CO1 (configuration not stated)	0%	-3%	-4%	-6%	-1%	16%	-13%	0%	0%	-1%	-2%
Cc1cc(C)n2nc(C(=O)OCC(=O)Nc3ccc(C)c(S(=O)(=O)N(C)C)c3)nc2n1	-3%	5%	x	x	-2%	x	-12%	-2%	-1%	2%	x
Cc1c(C(=O)Nc2ccc3c(c2)CCC3)cccc1[N+](=O)[O-]	u	u	u	-17%[11.5 µM]	13µM*	-1%	u	u	u	-12%	-12%
Oc1ccc(/C=N/Nc2nc(-c3ccccc3F)nc3ccccc23)c(O)c1	-2%	-11%	10µM*	x	11µM*	-2%	-68%	15%	-7%	u	u
CCN(CC)CCNC(=O)c1ccc(NS(=O)(=O)c2ccc3c(c2)OCCO3)cc1	6%	-2%	-2%	-6%	5%	3%	-4%	3%	-4%	1%	6%
Cc1ccccc1CN1CCNC1=O	0%	-4%	u	-7%	3%	-5%	-11%	-17%	5%	x	-5%
CC12CCC(=O)N1C(C(=O)Nc1nnc(SCc3ccccc3F)s1)CS2 (configuration not stated)	12%	7%	-2%	-3%	-1%	2%	39%	-14%	12%	5%	u
COc1ccc(CCNC(=O)Nc2cccc([N+](=O)[O-])c2)cc1OC	-3%[1.84 µM]	-9%	27%	u	1%	11%	-5%	-7%	-8%	2%	7%[10 µM]
CNC(=S)NNC(=O)c1c(C)nc2cc(C)ccn12	-4%	0%	-24%	0%	u	-13%	9%	-4%	0%	0%	-12%
O=C(CCNC(=O)c1ccc(Br)cc1)Nc1nc2ccccc2[nH]1	-5%	18%	x	x	3%	x	0%	20%	-3%	3%	x
O=[N+]([O-])c1cccc(N/N=C/c2cccc3ccccc23)c1	12%	12%	-2%	22%	19µM*	-1%	-33%	u	5%	5%	-13%
O=C(NCc1cccnc1)c1c(F)c(F)c(F)c(F)c1F	2%	0%	-28%	-7%	2%	-2%	1%	2%	-2%	1%	-2%
N#Cc1ccc(C23CC4(C2)[C@H](CN(Cc2ccc(-c5ccccc5)cc2)[C@@H]4c2ccccc2)C3c2ccccc2)cc1 (some centres not stated)	-5%	2%	4%&-13%	-10%	-1%	3%	0%	0%	-3%	-2%	2%&-2%
Cc1ccc(C)c(OCCCCN2CCCCC2)c1	0%	-9%	x	-6%	2%	3%	-8%	x	-4%	2%	x
Cc1cc(C)nc(NC(=NCCc2c[nH]c3ccccc23)NC(=O)Nc2ccc(Cl)cc2)n1	0%	-6%	-6%	-22%	0%	13%	-61%	-9%	-7%	-7%	-10%
CCN1C(=O)[C@@H]2[C@@H](c3ccc(-c4ccc5c(c4)OCO5)c(OC)c3)N3CCCC[C@@]3(C(=O)OC)[C@@H]2C1=O	1%	-5%	x	x	3%	x	-15%	-12%	-8%	21%	x

An excerpt from above in order of their number in uPA generation, ascending.
Compound,uPA generation
Nc1nc2n(n1)C(c1ccco1)CC(c1ccc(Cl)cc1Cl)N2 (configuration not stated),-5%
Clc1ccc(-c2nc3nc4ccccc4nc3n2Cc2ccco2)cc1,0%
CCN(CC)CCNC(=O)c1ccc(NS(=O)(=O)c2ccc3c(c2)OCCO3)cc1,1%
Cc1ccc(C)c(OCCCCN2CCCCC2)c1,2%
O=C(CCNC(=O)c1ccc(Br)cc1)Nc1nc2ccccc2[nH]1,3%

Some of the compounds tested; rates above refer to the full screens.
